IMP-1 inh: inhibitors of Pseudomonas aeruginosa IMP-1 metallo-beta-lactamase; inhibition, % at 5.6 µM; 290,000 compounds, 0.45% hits; purified IMP-1, nitrocefin hydrolysis, epi-absorbance fluorescence;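 active = inhibition above the mean plus 3 SD of all compounds in the same screening run, cut at about 4.5% in these data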;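 also: 0% = IMP-1 with DMSO and 100% = DMSO wells lacking enzyme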
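System: Purified recombinant IMP-1 metallo-beta-lactamase enzyme | Measured by: Fluorescence quenching readout, ex 480/em 530 nm | Replication: Singlicate | Incubation: 15 min preincubation plus 25 min reaction at 25 °C | Evaluation: Percent inhibition from optical density relative to buffer-blank wells | Benchmarks: DMSO with and without IMP-1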
IDE inh: inhibits human insulin-degrading enzyme in HEK cells | P14735 | FAbetaB cleavage, fluorescence polarization | inhibition, % at 5.59 µM | 320,000 compounds, 0.41% hits | AID 434962;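 active = percent inhibition above the average of all tested compounds plus 3 SD, set per screening campaign, cut at about 16% in these data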;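 also: IDE supplied by intact live HEK cells; FP after avidin binding of uncleaved biotin substrate so inhibition keeps polarization high; 0% = DMSO wells and 100% = 60 µM reference IDE inhibitor Ii1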
NALP1 inh: inhibitors of NALP1 inflammasome in yeast | S. cerevisiae NALP1/ASC/caspase-1 growth, X-gal OD620, 72 h | inhibition, % at 10 µM | 280,000 compounds, 0.61% hits; in the data active = inhibition mostly above about 24%, no sharp cut-off; inactive = mostly below about 32%; also: some compounds called inactive have numbers as strong as hits
PfM18AAP inh: blocks P. falciparum M18 aspartyl aminopeptidase; recombinant PfM18AAP, H-Glu-NHMec fluorogenic cleavage; inhibition, % at 7.35 µM; 290,000 compounds, 1.2% hits; AID 1822;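 active = inhibition above the campaign mean inhibition over all tested compounds plus 3 SD, cut at about 28% in these data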;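 also: 0% = plate median of test compound wells and 100% = 2 mM ZnCl2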
GPR7 antag: blocks human GPR7 receptor signaling; P48145; GPR7-expressing cells, fluorescence antagonist assay; inhibition, % at 4.4 µM; 290,000 compounds, 1.1% hits; in the data active = inhibition above about 16%, passing the limit was not always enough;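 also: cells stimulated with the agonist NPW; 0% = agonist with vehicle and 100% = vehicle without agonist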
IDE act: activators of human insulin-degrading enzyme in cells. HEK cells, FAbeta-B cleavage, fluorescence polarization; 0% vehicle, 100% cell-free pure enzyme wells. P14735. 340,000 compounds, 0.073% hits. activation, % at 5.96 µM;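 active = activation above the mean of all tested compounds plus 3 SD, set per screening campaign, cut at about 17% in these data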
VIM-2 inhibitor: blocks Pseudomonas aeruginosa VIM-2 metallo-beta-lactamase | purified VIM-2, nitrocefin hydrolysis, epi-absorbance fluorescence | inhibition, % at 5.6 µM | 290,000 compounds, 0.89% hits;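 active = inhibition above the mean of all tested compounds plus 3 SD, cutoff set per screening run, cut at about 7.5% in these data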;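 also: red hydrolysis product quenches plate fluorescence so inhibitors raise well fluorescence; 0% = enzyme with DMSO and 100% = DMSO without enzyme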
pCIP destab: compounds decreasing mouse p/CIP protein stability. F442A p/CIP-EGFP cells, EGFP fluorescence, 16 h. Q05BA5. decrease of EGFP signal, % at 10 µM. 290,000 compounds, 0.01% hits;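 active = EGFP signal decrease of at least 30% at 10 µM or well 3 SD below plate mean, unless failing retest; inactive = the rest, including hits failing retest or dose response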; also: some compounds called inactive have numbers as strong as hits; many of its hits are not listed in these tables
Target sequence (Q05BA5 1-1403): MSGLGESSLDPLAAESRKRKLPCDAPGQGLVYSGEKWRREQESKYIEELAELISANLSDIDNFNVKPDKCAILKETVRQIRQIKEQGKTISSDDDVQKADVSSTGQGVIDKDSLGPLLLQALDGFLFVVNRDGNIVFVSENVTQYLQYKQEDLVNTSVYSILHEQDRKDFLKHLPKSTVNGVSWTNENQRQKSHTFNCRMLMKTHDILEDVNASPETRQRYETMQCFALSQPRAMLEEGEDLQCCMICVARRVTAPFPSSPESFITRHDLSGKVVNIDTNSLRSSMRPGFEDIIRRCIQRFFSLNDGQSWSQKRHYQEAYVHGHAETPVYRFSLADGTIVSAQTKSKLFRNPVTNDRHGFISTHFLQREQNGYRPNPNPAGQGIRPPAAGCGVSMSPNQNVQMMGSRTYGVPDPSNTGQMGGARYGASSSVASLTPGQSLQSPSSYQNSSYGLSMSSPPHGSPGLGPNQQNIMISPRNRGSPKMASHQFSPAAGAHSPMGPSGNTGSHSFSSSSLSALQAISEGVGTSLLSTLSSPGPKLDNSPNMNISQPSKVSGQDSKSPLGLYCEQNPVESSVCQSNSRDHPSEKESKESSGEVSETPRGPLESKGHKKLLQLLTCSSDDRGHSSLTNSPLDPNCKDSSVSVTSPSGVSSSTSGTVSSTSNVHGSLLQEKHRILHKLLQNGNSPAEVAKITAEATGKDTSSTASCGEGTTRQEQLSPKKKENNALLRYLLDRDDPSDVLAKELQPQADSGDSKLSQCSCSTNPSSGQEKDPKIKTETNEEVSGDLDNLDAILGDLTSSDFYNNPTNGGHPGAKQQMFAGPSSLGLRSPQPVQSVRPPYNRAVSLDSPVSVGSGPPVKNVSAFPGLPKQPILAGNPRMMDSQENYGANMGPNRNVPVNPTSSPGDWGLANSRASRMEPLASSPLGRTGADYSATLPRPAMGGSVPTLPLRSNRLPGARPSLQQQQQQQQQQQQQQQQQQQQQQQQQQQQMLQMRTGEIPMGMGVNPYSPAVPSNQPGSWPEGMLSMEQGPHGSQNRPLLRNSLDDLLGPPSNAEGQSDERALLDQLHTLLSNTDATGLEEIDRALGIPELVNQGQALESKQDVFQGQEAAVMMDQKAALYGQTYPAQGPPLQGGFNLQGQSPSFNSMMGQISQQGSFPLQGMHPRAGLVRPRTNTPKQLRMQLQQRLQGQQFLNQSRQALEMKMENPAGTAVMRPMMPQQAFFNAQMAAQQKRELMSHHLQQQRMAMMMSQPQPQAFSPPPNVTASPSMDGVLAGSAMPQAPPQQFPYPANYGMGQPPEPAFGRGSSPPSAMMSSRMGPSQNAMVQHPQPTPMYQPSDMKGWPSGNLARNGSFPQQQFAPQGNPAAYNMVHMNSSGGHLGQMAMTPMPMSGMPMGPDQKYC
PHOSPHO1 inh: PHOSPHO1 (human) inhibition; Q8TCT1; recombinant PHOSPHO1, absorbance phosphatase assay; inhibition, % at 13.3 µM; 290,000 compounds, 1.1% hits; AID 1565; in the data active = inhibition above about 60%
Active calls of the source: *; nt = not tested or not shown.

GPR7 antag | pCIP destab | IMP-1 inh | IDE inh | VIM-2 inhibitor | PfM18AAP inh | PHOSPHO1 inh | NALP1 inh | IDE act | SMILES
-12 | -23 | -5.1 | 10 | -6.4 | 11 | 10 | 20 | -12 | CC(=O)c1sc(N/N=C/c2ccc(C(C)C)cc2)nc1C
6 | 4 | -1.9 | 2 | 0.1 | -8 | 50 | 5 | 4 | C=CCOc1cccc(CNn2nnnc2N)c1
-2 | -12 | -1.8 | 0 | -3.2 | 9 | 4 | 6 | 2 | CNC(=S)N(CCc1ccc(OC)c(OC)c1)C1CC(=O)N(c2ccccc2)C1=O (centres undefined)
-13 | 1 | -2.4 | -5 | -1.5 | 3 | 28 | 6 | 1 | COc1cccc(-c2c(C(=O)N/N=C(\C)c3cccnc3)nnn2-c2nonc2N)c1
-2 | -4 | -1.8 | 1 | -4.1 | 4 | 7 | -8 | 7 | COc1ccc(C)cc1NC(=O)C(C)N(c1ccc(C)cc1)S(C)(=O)=O (centres undefined)
-15 | 3 | -1.7 | 0 | 0.5 | 2 | -90 | 13 | 5 | O=C(NNc1ccc(C2CCCCC2)cc1)C(O)(c1ccccc1)c1cccs1 (centres undefined)
-11 | 0 | 2.8 | 5 | -2.9 | 3 | -1 | -56 | 2 | CC(C)(C)C(=O)Nc1cccc(-c2nnc(-c3cccc(NC(=O)C(C)(C)C)c3)o2)c1
-10 | -4 | 0.6 | 6 | -1.6 | -7 | -1 | 10 | -2 | COc1cccc2cc(C(=O)NCC3CCCO3)c(=O)oc12 (centres undefined)
-8 | -22 | -2.8 | 7 | -0.6 | -10 | 45 | 36 | 5 | COc1ccc(-c2cc(C(F)(F)F)nc(NC3CCCC3)n2)cc1OC
-6 | 8 | -4.6 | -6 | -3.8 | -3 | -1 | 2 | 6 | CCOC(=O)CC1C(=O)NCCN1C(=O)c1cccc(C(F)(F)F)c1 (centres undefined)
11 | 10 | -0.9 | 4 | 1.2 | 3 | 6 | 12 | 1 | Cc1cc(N2CCN(CC(O)C(F)(F)F)CC2)c2ccccc2n1 (centres undefined)
2 | -11 | -3.3 | -6 | -4.4 | 1 | -7 | 9 | 6 | Cc1cnc(NC(=O)c2ccc3c(c2)C(=O)N(Cc2ccco2)C3=O)s1
-15 | -10 | -1.8 | 5 | -1.2 | 1 | 38 | 1 | -2 | O=C(O)c1ccc(-c2nc3scc(-c4ccccc4)c3c(=O)[nH]2)cc1
-3 | -7 | -1.3 | -1 | -2.0 | -3 | 23 | -3 | -1 | CCN(CC)C(=O)c1ccccc1NS(=O)(=O)c1ccc(OC)c(C(=O)N2CCOCC2)c1
-7 | -18 | -1.9 | 6 | -1.8 | 11 | 28 | 18 | -6 | COc1ccc(N2CCN(C(=O)Cn3ncc4c([nH]c5ccccc54)c3=O)CC2)cc1
-13 | -8 | -2.5 | -3 | -1.3 | 7 | 36 | -6 | 5 | CC(=O)Nc1ccc(S(=O)(=O)Nc2nc3cc4c(cc3nc2Cl)OCCO4)cc1
-6 | 7 | -2.8 | 4 | -0.5 | 1 | 5 | -3 | 10 | CCn1c(COc2ccccc2C)nnc1SCC(=O)Nc1cc(C)on1
-24 | -12 | -4.8 | -6 | -3.9 | 2 | -4 | 5 | 1 | O=C(Cn1ccc(C(F)(F)F)n1)N=Nc1c(O)[nH]c2ccc(Br)cc12
-4 | -2 | -0.8 | 7 | 0.8 | 1 | 13 | 1 | 5 | COc1ccc(N(CC(=O)N2CCc3ccccc32)S(=O)(=O)c2c(C)noc2C)cc1
-1 | 2 | -3.9 | 4 | -2.9 | -2 | 6 | -2 | 5 | COc1cccc(/C=N/NC(=O)NC2CCCCC2)c1O
-6 | 0 | -1.5 | 2 | -1.0 | -1 | 29 | 22 | 1 | Cn1nc(C(=O)N2CCCC2)c2ccccc2c1=O
-7 | -15 | -2.0 | -3 | -1.1 | 3 | 51 | -3 | -3 | CC(C)c1ccc(/C=C/C(=O)NCc2ccc(S(N)(=O)=O)cc2)cc1
-4 | 1 | -0.6 | -4 | 1.1 | -4 | 4 | 16 | -1 | CC(C)C[C@@H](CC#N)N1CCN(Cc2ccccc2)CCC1=O
-6 | -14 | -2.9 | 0 | -2.6 | 4 | 25 | 12 | 1 | O=C(CSc1nnc(NC(=O)c2ccco2)s1)Nc1ccccc1F
-7 | -2 | -2.4 | 8 | -3.1 | -12 | 2 | 5 | -4 | CC(=O)N(Cc1ccco1)c1nc(C(=O)Nc2ccc(Cl)cc2)c(C)s1

4 records picked at random from those above, as already listed:
GPR7 antag | pCIP destab | IMP-1 inh | IDE inh | VIM-2 inhibitor | PfM18AAP inh | PHOSPHO1 inh | NALP1 inh | IDE act | SMILES
-4 | 1 | -0.6 | -4 | 1.1 | -4 | 4 | 16 | -1 | CC(C)C[C@@H](CC#N)N1CCN(Cc2ccccc2)CCC1=O
2 | -11 | -3.3 | -6 | -4.4 | 1 | -7 | 9 | 6 | Cc1cnc(NC(=O)c2ccc3c(c2)C(=O)N(Cc2ccco2)C3=O)s1
-11 | 0 | 2.8 | 5 | -2.9 | 3 | -1 | -56 | 2 | CC(C)(C)C(=O)Nc1cccc(-c2nnc(-c3cccc(NC(=O)C(C)(C)C)c3)o2)c1
-8 | -22 | -2.8 | 7 | -0.6 | -10 | 45 | 36 | 5 | COc1ccc(-c2cc(C(F)(F)F)nc(NC3CCCC3)n2)cc1OC

Following part
GPR7 antag | pCIP destab | IMP-1 inh | IDE inh | VIM-2 inhibitor | PfM18AAP inh | PHOSPHO1 inh | NALP1 inh | IDE act | SMILES
10 | 5 | -0.6 | nt | 0.0 | 0 | 37 | 22 | -1 | Cc1noc(C(=O)Nc2cccc(Cl)c2)c1Cl
1 | -6 | -1.5 | 3 | 0.8 | -5 | 11 | -11 | -4 | CC(=C/C(=O)O)/C=C/c1cccs1
-7 | -3 | 1.1 | -5 | -0.2 | -18 | 33 | -5 | -5 | O=C(CCN1C(=O)/C(=C\c2ccccc2F)SC1=S)N1CCCCC1
17 | -14 | -3.3 | 4 | -0.4 | 1 | 29 | 8 | -5 | CCCc1cc(C(=O)Nc2ccc(C(=O)c3ccc(F)cc3)cc2)n(C)n1
-16 | 1 | -2.8 | 3 | -0.9 | 15 | 11 | -12 | nt | Fc1cccc(/C=N/Nc2nc3ccccc3[nH]2)c1
1 | -2 | -1.5 | 11 | -0.9 | -16 | 25 | nt | 1 | CC1=CC2=NC(=O)CC(C)(C(=O)N(CC(=O)NC3CCCC3)c3ccccc3C)N2C=C1 (centres undefined)
-2 | 6 | -1.7 | 3 | -1.8 | 3 | 32 | 3 | 3 | CCOc1ccc(S(=O)(=O)NCCC(=O)Nc2cccc(C(=O)OC)c2)cc1
-2 | -4 | 1.1 | 1 | 1.2 | -7 | 14 | -5 | 1 | O=C(O)c1cccc(S(=O)(=O)N2CCCC2)c1
-3 | 1 | -2.1 | -4 | -3.4 | 1 | -1 | 17 | 4 | Cc1ccc(/C=N/NC(=O)CNC(=O)COc2ccccc2)o1
-9 | -3 | -4.3 | -4 | -2.2 | 11 | -2 | -21 | 2 | C[C@@H](C(=O)Nc1ccccc1N1CCOCC1)N1C(=O)C2CC=CCC2C1=O (some centres undefined)
-11 | -15 | -1.8 | 17* | -2.1 | -4 | 22 | 38 | -43 | CC(=O)c1cc(NC(=O)c2ccc(Cl)cc2)c(=O)oc1/C=C/N(C)C
-7 | -4 | -2.2 | 5 | -5.4 | 2 | 24 | 2 | -2 | Cc1cccc(N(C(=O)Cn2nnc3ccccc32)C(C(=O)NCc2ccco2)c2ccncc2)c1 (centres undefined)
3 | -12 | -4.1 | 2 | -4.3 | 11 | 2 | -3 | -4 | CCOC(=O)CCCCC(=O)c1[nH]c(=O)[nH]c1CSc1nc(C)cc(=O)[nH]1
-6 | 5 | -1.8 | -1 | -0.9 | -2 | -16 | nt | -3 | COC(=O)C(C)Sc1nnc2n(-c3cccc(C)c3)c(=O)c3c4c(sc3n12)CCCC4 (centres undefined)
3 | -2 | -3.4 | 7 | -3.0 | -1 | 1 | 1 | 0 | COc1ccc(NC(=O)c2cc(C)no2)cc1
5 | -8 | -0.3 | -1 | -1.1 | -10 | -64 | 15 | 0 | CCNc1nc(NC(C)(C)C)nc(SCC(N)=O)n1
-8 | -7 | -0.6 | 1 | 2.2 | -15 | 16 | -9 | -2 | CSCCC(N=C(NS(=O)(=O)c1ccc(Br)cc1)c1ccccc1)C(=O)O (centres undefined)
-6 | -4 | -3.7 | -4 | -0.7 | 4 | 18 | 18 | 6 | COc1ccccc1OCC(=O)Nc1nc(C)c(C)s1
-11 | 1 | -2.5 | 5 | 0.1 | 3 | 3 | 15 | 2 | COc1ccc(S(=O)(=O)N(C)CC(=O)N2CCCCCC2)cc1
3 | -1 | -3.1 | 1 | -4.3 | 1 | -7 | 20 | 7 | CC(C(=O)Nc1sc2c(c1C#N)CCCCC2)N1C(=O)c2ccccc2C1=O (centres undefined)
-8 | -12 | -4.0 | -2 | -0.7 | -1 | -1 | 15 | -2 | Cn1nnnc1SCC1=C(C(=O)O)N2C(=O)[C@@H](NC(=O)[C@H](O)c3ccccc3)[C@H]2SC1
-6 | -9 | -2.8 | 2 | -1.3 | -1 | -6 | 13 | 3 | COc1ccc(Nc2cc(C(=O)NCCCN3CCOCC3)c3ccccc3n2)cc1
-3 | -4 | -1.4 | 1 | -0.2 | 4 | 31 | 11 | 3 | CCN(CC(=O)Nc1c(C(=O)OC)[nH]c2ccc(Cl)cc12)c1ccc2c(c1)OCO2
-5 | -10 | -3.9 | 2 | -1.6 | 8 | -2 | 4 | -3 | CCOC(=O)c1cc(OCC(=O)NC(C)C(C)C)cc(C(=O)OCC)c1 (centres undefined)
-7 | 0 | -3.6 | 5 | -1.2 | 7 | -12 | 8 | 4 | COC(=O)c1ccccc1NC(=O)NCc1ccccc1
-11 | -6 | -3.0 | -3 | -0.9 | 8 | 40 | 15 | 2 | Cc1nn(-c2ccccc2)c(Cl)c1/C=N/NC(=O)c1ccn[nH]1
18 | 6 | -3.4 | 4 | -4.7 | -3 | 41 | 9 | 4 | NC(=O)CSc1nnc(-c2ccc(S(=O)(=O)N3CCCCC3)cc2)n1-c1ccccc1
-13 | -12 | -2.5 | -4 | -2.9 | 0 | -2 | 0 | 1 | C/C(=N\N(Cc1ccccc1)c1ccccc1)c1ccncc1
2 | -3 | -1.4 | 10 | -2.5 | 9 | 27 | 12 | 5 | CCOc1ccc2[nH]c(=O)c(CN(CCO)C(=O)c3ccc(F)cc3)cc2c1
11 | -5 | -0.9 | -4 | -0.4 | -14 | -14 | 5 | 2 | CC(C)(C)NC(=O)C(c1ccncc1)N(Cc1ccc(F)cc1)C(=O)c1ccc(-c2ccccc2)[nH]1 (centres undefined)
-11 | -12 | -3.4 | 0 | -1.3 | -1 | 11 | 9 | 6 | CCOC(=O)CN1C(=O)C(O)(C2CCc3ccccc3C2=O)c2ccccc21 (centres undefined)
-5 | -7 | -1.5 | 1 | 1.4 | -6 | -56 | 16 | 8 | CCOC(=O)CC(=O)CSc1nc(-c2ccccc2)cc(-c2ccc(Cl)cc2)c1C#N
-9 | 14 | -1.5 | -3 | -3.1 | 8 | 43 | -18 | 2 | CN(C)S(=O)(=O)c1ccc(C(=O)NCC(=O)N/N=C/c2ccco2)cc1
-3 | 6 | -3.5 | 4 | -3.8 | -6 | 1 | 16 | -2 | Cc1cc(C(=O)Nc2ccc(N3CCCC3)c(Cl)c2)ccc1[N+](=O)[O-]
-10 | -2 | -3.9 | 2 | -5.0 | 14 | 15 | -3 | 0 | COc1ccccc1-n1cc(-c2ccccc2)[nH]c1=S
